M. tuberculosis – growth inhibition of non-replicating M. tuberculosis (AID 488890) | Mycobacterium tuberculosis non-replicating, growth inhibition; higher % means a stronger effect | inhibition, % at 25 µM, or IC50 in µM where a hit was titrated | hit rate 0.39% among 320,000; in the data active = a potency from the dose series; inconclusive = inhibition mostly from about 82% at the one dose, without a potency; inactive = the rest, 99 in 100 with inhibition below about 76%;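 note: plate controls were DMSO cells for no effect and high antibiotic wells for full effect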
H1N1 NS1A inhibition – H1N1 influenza NS1A inhibitors, functional cell based assay (AID 504329); hit rate 0.3% among 340,000; inhibition, % at 12.5 µM; hits with a dose series show IC50 in µM; NS1A functional cell-based assay, percent inhibition; higher % means a stronger effect; in the data active = a potency from the dose series; inconclusive = inhibition above about 27% without an active follow-up result; note: strong numbers were not always called active
M. tuberculosis HTS – M. tuberculosis growth inhibition, HTS (AID 449762) | M. tuberculosis H37Rv growth inhibition, 7H9 media; higher % means a stronger effect | inhibition, % at 25 µM, or IC50 in µM where a hit was titrated | hit rate 0.59% among 330,000; in the data active = a potency from the dose series; inconclusive = inhibition above about 70% without an active follow-up result;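 note: bacterial growth assessed after seven days of incubation; strong numbers were not always called active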
Salmonella PhoP GFP – PhoP regulon inhibitors, Salmonella typhi PhoP promoter GFP reporter, confirmatory (AID 1850); Salmonella Typhi PhoP-promoter GFP reporter, fluorescence, 4 h; higher % means a stronger effect; one-dose inhibition, % at 50 µM; IC50 in µM for titrated hits; hit rate 0.33% among 310,000; in the data active = a potency from the dose series; inconclusive = inhibition mostly from about 25% at the one dose, without a potency; inactive = the rest, 99 in 100 with inhibition below about 19%;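 note: 0% = induced wells with vehicle and 100% = uninduced wells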
inhibitors of VEEV – inhibitors of VEEV TC-83 cytopathic effect, confirmation, Vero cells (AID 588727). inhibition, % at 20 µM; hits with a dose series show IC50 in µM. hit rate 0.13% among 350,000. Vero cells, VEEV TC-83 cytopathic effect inhibition; higher % means a stronger effect; in the data active = a potency from the dose series; inconclusive = inhibition mostly from about 14% at the one dose, without a potency; inactive = the rest, 99 in 100 with inhibition below about 12%; note: strong numbers were not always called active
inhibitors of VEEV 10K pilot screen – second read-out of inhibitors of VEEV, no call of its own (marks repeat the call); inhibition, %; measured here: 10K pilot screen inhibition
Active calls of the source: *; i = inactive; ? = inconclusive; / = not tested or not shown.

SMILES	M. tuberculosis	H1N1 NS1A inhibition	M. tuberculosis HTS	Salmonella PhoP GFP	inhibitors of VEEV	others
N#CCCN(C(=O)COC(=O)c1ccc(CNS(=O)(=O)c2ccc(F)c(Cl)c2)cc1)c1ccc(F)cc1	31%	-5%	11%	-3%	1.1%
CC(=O)NC(c1cc(Cl)c2ccccc2c1O)C(C)C (configuration not stated)	6%	-18%	0%	/	0.3%
NC(=O)Cn1cc(C(=O)C(=O)N2CCOCC2)c2ccccc21	-19%	-6%	-1%	-5%	1.9%
CCN1CCN(C(c2ccc(C(F)(F)F)cc2)c2ccc3cccnc3c2O)CC1 (configuration not stated)	?	17%	40%	-8%	9.3%
C=CCNC(=O)c1c(N)n(Cc2ccco2)c2nc3ccccc3nc12	14%	-19%	10%	-1%	2.8%
COc1ccc(S(=O)(=O)Nc2ccc(F)c(F)c2)cc1Cl	-3%	1%	-5%	2%	0.8%
CS(=O)(=O)c1ccc2nc(NC(=O)c3cccc([N+](=O)[O-])c3)sc2c1	-1%	0%	-6%	8%	2.4%
O=C(O)CCCCCNS(=O)(=O)c1cccc2c1C(=O)c1ccccc1C2=O	11%	-8%	-9%	-5%	i
O=C1C2CCCN2C(c2cccs2)N1c1ccccn1 (configuration not stated)	-18%	3%	-8%	9%	2.4%
CCN(CC(=O)NCc1ccc(F)cc1)C(=O)/C=C/c1ccc(OC)cc1	12%	4%	1%	6%	1.2%

Structures shown so far containing a Cl atom (3):
SMILES	M. tuberculosis	H1N1 NS1A inhibition	M. tuberculosis HTS	Salmonella PhoP GFP	inhibitors of VEEV	others
N#CCCN(C(=O)COC(=O)c1ccc(CNS(=O)(=O)c2ccc(F)c(Cl)c2)cc1)c1ccc(F)cc1	31%	-5%	11%	-3%	1.1%
CC(=O)NC(c1cc(Cl)c2ccccc2c1O)C(C)C (configuration not stated)	6%	-18%	0%	/	0.3%
COc1ccc(S(=O)(=O)Nc2ccc(F)c(F)c2)cc1Cl	-3%	1%	-5%	2%	0.8%

Further compounds follow.
SMILES	M. tuberculosis	H1N1 NS1A inhibition	M. tuberculosis HTS	Salmonella PhoP GFP	inhibitors of VEEV	others
C/C=C/C(=O)OCC(=O)Nc1cc([N+](=O)[O-])ccc1Cl	2%	-9%	3%	-3%	3.1%
COc1ccc(C2(C)NC(=O)N(CC(=O)NCCC3=CCCCC3)C2=O)cc1OC (configuration not stated)	25%	3%	5%	-6%	0.3%
COc1ccc(C(=O)c2ccccc2C(=O)c2ccccc2)cc1	/	-23%	/	/	9.0%
COc1cc2c(cc1OC)C(=Cc1ccc(N(C)C)cc1)C=C2	/	-8%	/	/	5.2%
O=C(O)c1cccc(Sc2ccc(Br)cc2C(=O)O)c1	-23%	10%	-16%	/	i
CC(C)CC(=O)Nc1ccc2c(c1)oc1ccccc12	13%	4%	-3%	16%	1.8%
CCCCNC(=O)c1onc(CSc2cccc(OC)c2)c1C(=O)O	29%	9%	-4%	-6%	1.9%
O=C(CCCCCn1c(=S)[nH]c2ccc(N3CCOCC3)cc2c1=O)NCc1ccc2c(c1)OCO2	-20%	1%	1%	2%	1.2%
Cc1cccc(CS(=O)(=O)Cc2ccc(C(=O)NC(C)c3ccccc3)o2)c1 (configuration not stated)	2%	5%	-1%	10%	2.2%
O=C(Nc1ccc2c(c1)OCO2)C1CCN(c2ccc(S(=O)(=O)N3CCOCC3)cc2)CC1	-21%	-2%	0%	4%	1.8%
COc1cc(C(=O)NC(C)C2CC3CCC2C3)ccc1OC(F)F (configuration not stated)	33%	1%	3%	/	i
CCCCN=C1NN=C(c2cccc([N+](=O)[O-])c2)CS1	31%	-3%	-3%	21%	2.3%
CC(C)CNC(=O)c1cccc(NC(=O)CSc2ccccc2)c1	31%	-2%	-9%	-6%	0.1%
CCOC(=O)COc1ccc(Cl)cc1C1NC(=O)NC(C)=C1C(C)=O (configuration not stated)	-5%	-7%	-6%	1%	i
CCCOc1ccc(C(=O)OCC(=O)NCCc2ccc(OCC)c(OCC)c2)cc1OC	11%	-3%	-13%	-10%	4.2%
Cc1ccc(C(NC(=O)N2CC(C)OC(C)C2)C(Cl)Cl)cc1F (configuration not stated)	3%	-3%	-4%	-6%	0.9%
Cc1ccc(/C=C2\C(=O)NC(=O)N(CCc3ccc(F)cc3)C2=O)s1	?	10%	-2%	-5%	1.9%
O=C(Nc1ccc(N2CCOCC2)cc1)C1CC(O)CN1S(=O)(=O)c1ccc(Cl)cc1 (configuration not stated)	11%	5%	-2%	-7%	i
CCOc1nc(SCCOc2ccccc2)nc(N(C)C)n1	26%	21%	-4%	-4%	6.6%
CCCCCn1ccc(=O)c2c(C(F)(F)F)nccc21	14%	-3%	-3%	1%	0.8%
COc1cccc(N2C(=O)C(CC(=O)Nc3ccc(F)cc3)N(C3CCCCC3)C2=O)c1 (configuration not stated)	-2%	5%	3%	-3%	1.4%
COc1cccc(C(=O)/C=C/Nc2ccc(S(=O)(=O)Nc3ccc(C(C)=O)cc3)cc2)c1	34%	5%	-2%	7%	3.9%
Cc1ccc(CCNC(=O)C2CCN(C(=O)c3sccc3-n3cccc3)CC2)cc1	10%	1%	-1%	-6%	3.4%
CSc1ccccc1C(=O)NC1CC2CCC1C2 (configuration not stated)	-4%	12%	-5%	2%	0.7%
CC(=O)/C(N=Nc1ccc(SC(F)F)cc1)=C(\C)O	24%	-6%	2%	-10%	0.2%
Cc1csc2nc(O)c(C(=O)NC3CCCCCC3)c(=O)n12	31%	0%	8%	12%	2.8%
CCOC(=O)c1ccc(N2C(=O)CC(NC3CCN(C(=O)c4cccc(Cl)c4)CC3)C2=O)cc1 (configuration not stated)	3%	/	-3%	-7%	/
COc1ccc(NC(=O)Nc2ccc3nonc3c2)cc1	-4%	/	4%	-8%	3.7%
Cn1c(SCc2ccccc2)nc2ccsc2c1=O	32%	-8%	34%	1%	0.4%	inhibitors of VEEV 10K pilot screen=0.2
O=c1ccc(=O)n2n1CC(O)C2	-6%	4%	2%	-3%	i
S=C(Nc1ccccc1)N(Cc1ccccc1)Cc1ccncc1	9%	1%	0%	11%	0.8%
CC(C)Cc1nnc(NC(=O)CCC(=O)N2CCC(C)CC2)s1	-4%	-2%	3%	4%	0.2%
O=C(O)C1CCCCC1C(=O)Nc1nccs1 (configuration not stated)	-11%	-7%	-6%	12%	i
O=C(O)CC(Cn1[nH]nnc1=S)c1ccccc1 (configuration not stated)	-3%	-3%	-19%	-12%	2.5%	inhibitors of VEEV 10K pilot screen=0.6
CC(C)(O)C#Cc1ccc(C(=O)NC(CCCNC(N)=O)C(=O)O)s1 (configuration not stated)	-16%	-2%	-2%	6%	1.0%
O=C(CNC(=O)c1ccc(Cl)cc1Cl)OCc1nc2ccccc2s1	66%	4%	1%	-1%	1.3%
CC1(C)COCN1C(=O)c1ccc(Cl)c(Cl)c1	0%	-6%	-2%	-5%	i
Cn1cc(SCC(=O)O)c2ccccc21	-9%	-18%	-5%	-7%	2.4%
COc1ccc(C(=O)COc2ccc3ccc(=O)oc3c2)cc1	35%	-12%	4%	-2%	11%
O=C(CNC(=O)c1ccc(Br)o1)NNC(=O)c1n[nH]c(=O)c2ccccc12	-41%	-7%	-5%	/	0.4%
CC(C)(C)c1ccc(CN2N=C(/C=C/c3ccccc3)CCC2=O)cc1	18%	6%	-2%	1%	0.6%
O=C(CCCN1C(=O)c2ccccc2C1=O)N1CCCCC1	2%	-5%	-5%	-2%	1.3%
CC(NC(=O)c1cccs1)C(c1cccs1)N1CCN(c2ccccc2)CC1 (configuration not stated)	16%	7%	9%	16%	6.3%
C=C(C)Cn1c(-c2ccc(OC)cc2)nc2ccccc21	26%	-5%	-4%	26%	1.8%
Cc1c(C(=O)N2CCC3(CC2)OCCO3)oc2ccccc12	/	-9%	/	5%	1.2%
O=c1c2cc(Br)ccc2nc(-c2ccc(Cl)cc2)n1O	?	-4%	?	-8%	10%
COc1ccc(CC(=O)Nc2ccc(-c3noc(-c4ccc(Cl)cc4)n3)cc2)cc1	-9%	-11%	-5%	4%	8.9%
Cc1ccc(F)cc1NC(=O)N1c2ccccc2NC(=O)CC1C (configuration not stated)	9%	-2%	-10%	8%	i
NC(N)=NN=C1c2ccccc2-c2ccccc21	59%	-5%	6%	7%	i
O=C(Nc1ccc(Oc2cccnc2)cc1)C1CCN(Cc2ccccc2)CC1	26%	-2%	9%	-7%	3.8%

6 compounds out of the list, sorted by molar mass, lowest first.
SMILES	M. tuberculosis	H1N1 NS1A inhibition	M. tuberculosis HTS	Salmonella PhoP GFP	inhibitors of VEEV	others
NC(N)=NN=C1c2ccccc2-c2ccccc21	59%	-5%	6%	7%	i
O=C(CCCN1C(=O)c2ccccc2C1=O)N1CCCCC1	2%	-5%	-5%	-2%	1.3%
Cc1c(C(=O)N2CCC3(CC2)OCCO3)oc2ccccc12	/	-9%	/	5%	1.2%
CC(C)(C)c1ccc(CN2N=C(/C=C/c3ccccc3)CCC2=O)cc1	18%	6%	-2%	1%	0.6%
O=C(Nc1ccc(Oc2cccnc2)cc1)C1CCN(Cc2ccccc2)CC1	26%	-2%	9%	-7%	3.8%
COc1ccc(CC(=O)Nc2ccc(-c3noc(-c4ccc(Cl)cc4)n3)cc2)cc1	-9%	-11%	-5%	4%	8.9%

Returning to the listing with the four entries that preceded the break.
SMILES	M. tuberculosis	H1N1 NS1A inhibition	M. tuberculosis HTS	Salmonella PhoP GFP	inhibitors of VEEV	others
COc1ccc(CC(=O)Nc2ccc(-c3noc(-c4ccc(Cl)cc4)n3)cc2)cc1	-9%	-11%	-5%	4%	8.9%
Cc1ccc(F)cc1NC(=O)N1c2ccccc2NC(=O)CC1C (configuration not stated)	9%	-2%	-10%	8%	i
NC(N)=NN=C1c2ccccc2-c2ccccc21	59%	-5%	6%	7%	i
O=C(Nc1ccc(Oc2cccnc2)cc1)C1CCN(Cc2ccccc2)CC1	26%	-2%	9%	-7%	3.8%
COC(=O)c1ccc(Cn2nc(-c3ccc(C)c(C)c3)ccc2=O)cc1	-2%	-20%	0%	-3%	0.8%
CCOC(=O)Cc1csc(SCC(=O)NC2CCCC(C)C2C)n1 (configuration not stated)	59%	-7%	-3%	2%	0.4%
O=C(c1ccc(S(=O)(=O)Nc2ccccc2)cc1)N1CCCC1	-9%	-11%	42%	-3%	2.0%
CC1(C)c2[nH]c3ccccc3c2C[C@@H]2C(=O)N(Cc3ccccc3F)C(=O)N21	31%	13%	47µM*	-10%	3.0%
Cc1ccc(OCCN2C(=O)c3ccccc3C2=O)c(C)c1	34%	-3%	-1%	4%	1.9%

High-throughput results deposited in PubChem by Southern Research Specialized Biocontainment Screening Center.
